PvdQ inh – P. aeruginosa PvdQ acylase inhibition; purified PvdQ acylase, fluorescence plate reader; inhibition, % at 10 µM; 340,000 compounds, 0.063% hits; in the data active means inhibition above about 30%, passing the limit was not always enough;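 further: 0% = vehicle neutral wells and 100% = reference inhibitor wells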
Keap1 Nrf2 FP – disrupts human Keap1 binding to Nrf2 peptide; Q14145; Keap1 Kelch-Nrf2 peptide fluorescence polarization, 1536-well; inhibition, % at 9.4 µM; 340,000 compounds, 0.15% hits; AID 504523; in the data active means inhibition above about 12%;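 further: human Keap1 Kelch domain with fluorescein labeled Nrf2 9mer peptide probe; 0% = neutral control wells and 100% = peptide positive control; higher means more block of Keap1 binding to Nrf2 peptide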
PfHsp90 yeast 2 – growth inhibition of yeast expressing Plasmodium Hsp90; S. cerevisiae expressing PfHsp90, BacTiter-Glo ATP, 48 h; yeast lacking PDR1 and PDR3 efflux regulators; inhibition, % at 9.4 µM; 310,000 compounds, 0.32% hits;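 active means every replicate shows inhibition above about 80%, whatever the replicate mean, limit read from the data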;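 further: 0% = DMSO neutral controls and 100% = 20 µM radicicol positive controls; yeast relying on Plasmodium falciparum Hsp90 in place of its own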
Rtt109 HAT inh – inhibitors of Candida albicans Rtt109/Vps75 histone acetyltransferase. Q5AAJ8. purified Rtt109/Vps75, ThioGlo CoA-SH fluorescence, 4 h. inhibition, % at 34.9 µM. 330,000 compounds, 0.16% hits. AID 540336;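 active means inhibition of at least 50% in every replicate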
Target sequence (Q5AAJ8 whole entry, looked up): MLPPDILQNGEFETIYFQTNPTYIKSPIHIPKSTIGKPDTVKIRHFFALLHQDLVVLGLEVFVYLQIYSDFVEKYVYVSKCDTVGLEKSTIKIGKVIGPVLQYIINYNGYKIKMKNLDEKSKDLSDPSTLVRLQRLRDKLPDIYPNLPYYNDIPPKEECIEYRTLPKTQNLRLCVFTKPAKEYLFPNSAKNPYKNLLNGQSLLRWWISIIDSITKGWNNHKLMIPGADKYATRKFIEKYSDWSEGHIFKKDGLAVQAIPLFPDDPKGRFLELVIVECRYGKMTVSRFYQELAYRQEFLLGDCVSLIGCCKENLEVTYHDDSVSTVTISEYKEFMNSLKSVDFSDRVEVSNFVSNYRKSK
NSD2 HMT inh – blocks human histone methyltransferase NSD2 | O96028 | NSD2 peptide methylation, AlphaScreen, 120 min | inhibition, % at 12.5 µM | 310,000 compounds, 0.54% hits; in the data active means inhibition above about 50%
Mot1-301 SUMO – inhibitors of SUMOylation pathway: yeast Mot1-301 growth rescue | S. cerevisiae Mot1-301 growth rescue, ATP luminescence, 38.5C; percent above DMSO median, 100 means doubled | growth rescue, % at 18.8 µM | 320,000 compounds, 1% hits;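 active means every valid replicate shows activation above 250% relative to neutral control wells; inactive means the rest, any valid replicate at or below 250%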;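 further: OY570 slx delta 5 strain wells were the positive control but not used for scaling; some compounds called inactive have numbers as strong as hits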
dFosB act – activators of mouse delta FosB homodimer. 340,000 compounds, 0.99% hits. P13346. purified delta FosB, TAMRA-CDK5 oligo fluorescence polarization; percent of positive-control signal above neutral wells. activation, % at 25 µM. AID 493131;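 active means mean activation above about 17%, with every replicate also reaching it, limit read from the data, passing the limit was not always enough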;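 further: fluorescence polarization rise as delta FosB binds a TAMRA Cdk5 AP-1 oligo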
Target sequence (P13346 whole entry, looked up): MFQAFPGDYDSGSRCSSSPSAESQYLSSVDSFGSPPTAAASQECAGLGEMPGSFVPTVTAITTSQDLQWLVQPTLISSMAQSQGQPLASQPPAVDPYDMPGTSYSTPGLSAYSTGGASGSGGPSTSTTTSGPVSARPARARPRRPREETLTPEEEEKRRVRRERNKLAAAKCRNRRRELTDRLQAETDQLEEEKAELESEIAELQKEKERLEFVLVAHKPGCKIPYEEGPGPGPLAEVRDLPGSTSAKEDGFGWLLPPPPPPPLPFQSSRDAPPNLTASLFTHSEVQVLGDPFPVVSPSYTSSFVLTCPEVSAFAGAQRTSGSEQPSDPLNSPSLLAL
LANA DNA inh – KSHV C-LANA DNA binding inhibition; MBP-C-LANA/FAM-LBS DNA binding, fluorescence polarization; inhibition, % at 9 µM; 340,000 compounds, 0.078% hits; AID 504423;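 active means highest replicate inhibition at or above 60% at 9 µM, even if other replicates fall short; inactive means all replicates below 60% inhibition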;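 further: 0% = neutral control wells and 100% = 4 µM acridine orange control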
RTF Ca sens act – increases calcium sensitivity of human cardiac regulated thin filaments; P19429+P45379; IANBD-labeled TnC RTF fluorescence at EC20 calcium; 0% EC20 calcium, 100% full calcium; activation, % at 7.2 µM; 340,000 compounds, 0.24% hits; AID 493008;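 active means activation above the mean over all tested compounds plus 3 SD, cut at about 30% in these data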;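 further: rise in fluorescence read as greater calcium sensitivity of cardiac thin filaments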
CDK5 inh – blocks human CDK5/p35 kinase activity; Q00535+Q15078; Recombinant CDK5/p35, ADP-Glo luminescence, 60 min; inhibition, % at 10 µM; 330,000 compounds, 0.01% hits; AID 488839;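 active means highest replicate inhibition of at least 50% and at least 75% of replicates reaching 50%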;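 further: plate controls were DMSO neutral control for no effect and GW8510 at 10 µM for full effect; many of its hits are not listed in these tables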
Cardiac RTF inh – cardiac RTF calcium desensitization; P19429+P45379; IANBD-labeled cardiac RTF, Ca2+ fluorescence; inhibition, % at 7.15 µM; 340,000 compounds, 0.12% hits;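 active means inhibition above the mean inhibition of all tested compounds plus 3 SD, cut at about 17% in these data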;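 further: assay run at fixed EC70 calcium of 1.6 mM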
An asterisk follows results filed as active; i = inactive; . = not tested or not shown.

SMILES	PvdQ inh	Keap1 Nrf2 FP	PfHsp90 yeast 2	Rtt109 HAT inh	NSD2 HMT inh	Mot1-301 SUMO	dFosB act	LANA DNA inh	RTF Ca sens act	CDK5 inh	Cardiac RTF inh
CSc1ccccc1C(=O)Nc1ccccc1C	-7	1	-23	.	-2	-11	-4	0.5	5	-0.7	9
CCOc1cc(/C=C/C(=O)OCC(=O)NCCN2C(=O)CSC2=O)ccc1OCC(C)C	-15	-6	.	7	128*	3	-6	2.2	1	1.8	-1
O=C(O)CCC(=O)Nc1ccc(Br)c(Cl)c1	2	-2	10	18	-1	-7	-4	-0.5	-4	-1.1	-10
CCN(CC(=O)Nc1c(F)cccc1F)C(=O)c1cccnc1SC	-17	-5	-3	-6	-2	61	0	-1.0	3	-3.6	-7
CCN(CC)c1ccc(N2C(=NC(=O)C3CC3)SC3CS(=O)(=O)CC32)cc1 (centres undefined)	7	-3	7	-5	-1	-8	-4	0.5	-3	.	-6
O=C(CN1C(=O)C(=O)c2ccccc21)OCN1C(=O)c2ccccc2C1=O	3	3	6	-11	2	-13	-8	0.4	0	-3.0	-7
Cc1sc(NC(=O)C2CC=CCC2C(=O)O)c(C(=O)OC(C)C)c1C (centres undefined)	-10	-2	.	-10	10	22	-8	-0.2	10	0.6	0
CN(Cc1ccccc1)C(=O)CCn1c(=O)oc2ccccc21	2	-3	6	3	.	-2	1	1.8	0	1.1	-3
Cc1noc(C)c1S(=O)(=O)N1CCCC(C(=O)N2CCC(C)CC2)C1 (centres undefined)	1	-2	-23	5	-5	-8	-2	0.8	8	-6.6	6
O=C(N/N=C/c1ccc(Cl)cc1)c1n[nH]c2c1CCCC2	-8	5	-7	4	-3	-13	2	-0.5	-1	0.7	-3
COC(=O)CNC(c1ccccc1)c1cc(Br)ccc1NC(=O)OCc1ccccc1 (centres undefined)	-10	-1	8	1	-1	52	-3	0.7	-2	2.0	-5
FC(F)(F)C(F)(F)C(F)(F)c1nnc2ccc(N3CCOCC3)nn12	-4	-3	-12	6	1	6	4	0.9	-8	0.9	-1
COc1ccc(C(=O)NNC2=Nc3cccc4cccc2c34)cc1	-6	-1	-50	5	-2	21	0	-0.7	6	-2.4	-5
CCOC(=O)C1=C(CN2CCN(C(=O)c3ccco3)CC2)NC(=O)NC1c1ccc(OC)cc1 (centres undefined)	5	0	7	-3	7	8	-5	0.0	-2	0.1	-7
O=C(Cn1ccc([N+](=O)[O-])n1)Nc1ccccn1	-9	-1	18	-12	-5	3	-4	1.3	-1	0.1	-3
O=C(c1cccc(S(=O)(=O)N2CCc3ccccc32)c1)N1CCN(c2ccccn2)CC1	-7	-5	-27	-3	1	-11	-7	-0.1	5	2.3	-4
CC1(c2cccc3ccccc23)NC(=O)N(CC(=O)NC2CCS(=O)(=O)C2)C1=O (centres undefined)	5	1	-6	0	2	-11	-5	1.7	2	0.3	7
CSCC[C@H](NC(=O)[C@H]1CC[C@H](CNC(=O)[C@@H]2CCCN2)CC1)C(=O)O	-5	8	8	3	-1	-6	-10	2.0	-7	0.3	-10
CCn1cc(C(=O)NC2CCCCCC2)c(=O)c2ccc(C)nc21	6	4	25	-2	-2	-7	-6	-1.6	0	0.8	-10
Cc1ccc(NC(=S)Nc2ccc(Br)cc2)cc1	-1	-7	-2	15	-1	114	0	-0.7	-9	-0.7	2
CC1=CC(C)(C)N2C(=O)C3(C(C#N)=C(N)OC4=C3C(=O)CC(C)(C)C4)c3cc(C)cc1c32 (centres undefined)	-8	-2	-48	-1	2	-14	-10	0.8	1	-3.1	0
CSc1cccc(NC(=S)N(CCC(C)C)C2CCN(C(C)=O)CC2)c1	5	-5	-3	32	-11	3	-3	0.2	-2	-0.6	-4
S=c1[nH]nc(-c2cc(-c3ccsc3)n[nH]2)n1-c1cccc2ccccc12	-2	-8	-4	.	7	-14	-7	0.4	7	-0.4	-15
CC(C)COC(=O)N1CCCC1C(=O)Nc1nccs1 (centres undefined)	18	-3	1	3	1	-9	-1	-1.0	-5	0.0	-5
COc1ccc(C(=O)COC(=O)CN2C(=O)C3C4CCC(C4)C3C2=O)cc1 (centres undefined)	-14	-1	23	-6	.	-6	-5	-0.2	5	-2.4	-18
O=C(NCc1ccccc1)c1ccc(C(=O)N(C2CCCCC2)C2CCCCC2)cc1	-6	0	7	1	4	11	-13	-0.9	-2	1.3	-8
CC(Sc1nc2ccccc2c(=O)n1C)C(=O)NC1CCCCC1C (centres undefined)	-1	-1	-6	2	.	-5	-8	-0.3	-4	1.7	-2
COc1ccccc1/C=C/c1nc(S(=O)(=O)c2ccccc2)c(N2CCC(C(N)=O)CC2)o1	-7	-14	-23	12	-21	-3	-5	0.6	0	-3.1	-7
CC(NC(=O)c1ccccc1NS(=O)(=O)c1ccc(CCC(=O)O)cc1)c1ccccc1 (centres undefined)	-5	1	-13	-5	-5	1	0	0.1	-2	-2.0	-3
O=C1CN(C(=O)COC(=O)CCC(=O)c2ccc(Cl)cc2)c2ccccc2N1	-12	-6	-5	-5	0	5	-9	1.3	6	-0.9	1

Ordered by length of the SMILES (rising): some entries from above
SMILES	PvdQ inh	Keap1 Nrf2 FP	PfHsp90 yeast 2	Rtt109 HAT inh	NSD2 HMT inh	Mot1-301 SUMO	dFosB act	LANA DNA inh	RTF Ca sens act	CDK5 inh	Cardiac RTF inh
O=C(NCc1ccccc1)c1ccc(C(=O)N(C2CCCCC2)C2CCCCC2)cc1	-6	0	7	1	4	11	-13	-0.9	-2	1.3	-8
S=c1[nH]nc(-c2cc(-c3ccsc3)n[nH]2)n1-c1cccc2ccccc12	-2	-8	-4	.	7	-14	-7	0.4	7	-0.4	-15
CC(NC(=O)c1ccccc1NS(=O)(=O)c1ccc(CCC(=O)O)cc1)c1ccccc1 (centres undefined)	-5	1	-13	-5	-5	1	0	0.1	-2	-2.0	-3

Next structures follow:
SMILES	PvdQ inh	Keap1 Nrf2 FP	PfHsp90 yeast 2	Rtt109 HAT inh	NSD2 HMT inh	Mot1-301 SUMO	dFosB act	LANA DNA inh	RTF Ca sens act	CDK5 inh	Cardiac RTF inh
O=C(CSc1nnc(-c2ccccc2)n1-c1ccccc1)NCc1ccco1	-4	-1	-26	-2	-2	41	-3	0.8	0	-1.6	2
Cc1c(NC(=O)/C(C#N)=C/c2ccc(-c3cccc(Cl)c3)o2)c(=O)n(-c2ccccc2)n1C	10	0	1	13	5	-4	-4	-2.3	-13	0.3	3
CCOC(=O)C1=C(N)Oc2cc(O)ccc2C1c1ccc(Br)cc1 (centres undefined)	-6	0	0	4	1	-12	-3	-0.9	-3	-4.3	-2
N=c1ncn(CC(O)CO)c2nc(N3CCOCC3)[nH]c12 (centres undefined)	-8	-3	31	-5	1	457*	-2	0.5	-1	-1.1	-13
O=C(c1n[nH]c(=O)c2ccccc12)N1CCN(c2ccc(F)cc2)CC1	-7	3	-7	4	1	-14	5	1.2	-3	1.0	1
CC(C)Cn1c(N)c(C(=O)COC(=O)CCNS(=O)(=O)c2ccccc2)c(=O)n(C)c1=O	-15	-6	.	3	0	-2	-5	0.8	-6	-6.5	-8
CCOC(=O)C1CCN(C(=O)COC(=O)CCOc2ccc(C)cc2)CC1	1	1	-14	-2	-4	115	2	-1.1	3	-0.2	8
COc1ccc(C2=Nn3c(nnc3C3CCCCC3)SC2)cc1OC	5	-4	5	-20	-2	16	-16	-1.9	3	-0.5	-4
OCCn1c(-c2ccc3c(c2)OCO3)csc1=Nc1ccccc1	-5	-2	53	-5	37	56	5	-3.8	-6	-0.6	4
Brc1ccc2nc(CSc3ncn[nH]3)cn2c1	-5	-2	-14	3	2	-18	2	-1.1	1	1.1	8
COc1ccccc1OCC(=O)NCCSCc1ccccc1Cl	2	-3	-4	0	-1	16	2	0.9	-5	0.3	-3
O=C(Cn1c(=O)oc2ccccc21)Nc1n[nH]c(=S)s1	-4	0	-8	7	-1	6	-2	-2.7	-2	2.8	3
Cc1cccc(C(=O)NCCC(=O)Nc2ccc(F)c([N+](=O)[O-])c2)c1	21	-1	11	7	3	-16	-5	-0.2	2	2.1	-5
COc1ccc(NC(=O)c2ccc3c(c2)NC(=O)CS3)cc1S(=O)(=O)Nc1ccc(Br)cc1	15	-6	-5	0	-2	-14	-2	0.7	2	-0.2	-13
O=C(Cc1ccccc1F)Nc1ccccc1N1CCCC1	-14	3	6	-2	8	7	1	0.9	1	0.2	-3
COc1ccc(NC(=S)N(CCN2CCOCC2)C2CCN(C(C)=O)CC2)cc1Cl	14	-2	3	34	-1	3	-1	-0.4	1	1.1	1
O=C(c1cccc(F)c1)N1CCN(Cc2ccc3c(c2)OCO3)CC1	-13	1	-5	-4	0	12	8	1.6	9	-0.3	-2
O=C(Nc1ccc(-c2csc(Nc3cccc(C(F)(F)F)c3)n2)cc1)c1ccccc1	-14	-5	-3	8	.	6	1	2.2	14	-6.9	7
O=C(COC(=O)/C=C/c1ccco1)NC1CCCCC1	-4	-3	-18	3	1	-10	-7	0.6	3	0.8	-4
COc1ccc(C(CNC(=O)C(C)(C)Oc2ccc(Cl)cc2)N2CCCCC2)cc1 (centres undefined)	5	-5	7	3	2	-1	-4	1.0	-2	-0.2	4
COC(=O)Nc1ccc(S(=O)(=O)N2CCCC(C(=O)N3CC(C)OC(C)C3)C2)cc1 (centres undefined)	-18	1	11	-1	-4	92	4	2.8	5	-1.3	2
Nc1cc(C(=O)O)ccc1N1CCCCCC1	-6	5	4	-9	2	-13	12	1.4	0	-1.3	-5
Cc1c(C(=O)NCCc2ccccc2)oc2ccc(S(=O)(=O)N3CCOCC3)cc12	-11	0	-15	9	7	i	-15	-1.2	0	-2.3	-10
NC(=O)CCN(Cc1ccccc1)S(=O)(=O)c1ccccc1	-8	-1	-14	0	-3	24	-5	0.9	5	-1.2	-5
COc1ccccc1OCc1ccc(C(=O)N2CCN(C(=O)c3ccco3)CC2)cc1	-15	-5	19	0	0	-13	-4	-0.2	5	0.6	-12
COc1ccc(NC(=O)CCN2C(=O)C3CC=C(Cl)CC3C2=O)cc1 (centres undefined)	-17	1	6	3	0	0	1	-0.3	-4	0.0	-9
CCCCn1c(N)c(N(C)C(=O)C2CC(=O)N(Cc3ccco3)C2)c(=O)[nH]c1=O (centres undefined)	-21	-11	3	-1	-1	-15	4	-4.0	9	-6.4	-3
Cc1cc(Cl)ccc1C(=O)C1CCCN(C(=O)c2cc(C(C)C)no2)C1 (centres undefined)	4	-1	15	23	-5	106	-2	1.2	1	-0.2	3
O=C(COC(=O)COc1ccccc1F)Nc1ccc2c(c1)OCO2	-13	-1	14	2	1	11	-7	1.0	2	-1.5	-14
CCCCNC(=O)C1CC(=O)N(c2ccc(OC)cc2)C1c1ccc(OC)cc1 (centres undefined)	4	-2	-20	8	30	-1	-9	3.0	-3	1.5	6
CN(C)c1ccc(/C=C(\Cl)c2nc3ccccc3s2)cc1	-5	-1	20	0	.	22	-4	-0.1	4	1.5	-9
O=C1COc2ccc(C(=O)COC(=O)c3ccc([N+](=O)[O-])cc3Cl)cc2N1	-4	-3	-16	-3	-1	.	-2	0.9	2	-11	-3
Cc1cc2nc(CCN3CCOCC3)n(S(=O)(=O)c3ccc(C(C)(C)C)cc3)c2cc1C	-12	3	-17	-10	-2	-33	-14	-0.1	-3	1.5	-14
